Assay outcomes deposited in PubChem BioAssay by several laboratories.
Rtt109 HAT inh: inhibitors of C. albicans Rtt109/Vps75 HAT, primary screen, biochemical, ThioGlo CoA-SH fluorescence, plate reader; purified Rtt109/Vps75, 4 h; AID 540336, 2011; actives 0.16% (n = 330,000); inhibition, % at 34.9 µM;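 active = inhibition of at least 50% in every replicate; inconclusive = best replicate reaches 50% inhibition but some replicates fall short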
Target sequence (Q5AAJ8 whole entry, looked up): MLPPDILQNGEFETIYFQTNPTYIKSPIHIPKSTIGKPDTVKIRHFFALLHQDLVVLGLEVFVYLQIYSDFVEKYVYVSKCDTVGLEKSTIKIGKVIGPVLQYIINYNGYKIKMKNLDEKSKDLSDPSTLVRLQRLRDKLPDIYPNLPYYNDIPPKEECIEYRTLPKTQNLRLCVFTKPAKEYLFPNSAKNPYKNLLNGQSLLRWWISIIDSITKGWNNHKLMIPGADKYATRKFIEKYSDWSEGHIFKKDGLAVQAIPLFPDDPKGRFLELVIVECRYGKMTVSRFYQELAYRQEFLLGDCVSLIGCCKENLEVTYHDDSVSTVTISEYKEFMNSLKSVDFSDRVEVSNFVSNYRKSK
RTF Ca sens act: cardiac RTF calcium sensitivity activators, primary screen, biochemical, IANBD-TnC fluorescence, EC20 calcium; Troponin I, cardiac muscle (Homo sapiens) + Troponin T, cardiac muscle (Homo sapiens) + …; IANBD-labeled TnC RTF fluorescence at EC20 calcium; 0% EC20 calcium, 100% full calcium; activation, % at 7.2 µM; actives 0.24% (n = 340,000);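 active = activation above the mean over all tested compounds plus 3 SD, cut at about 30% in these data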;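 also: rise in fluorescence read as greater calcium sensitivity of cardiac thin filaments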
DAGLB inhibitor: DAGLB lipase inhibitors, primary screen, biochemical, fluorescence, HTS; actives 0.059% (n = 340,000); Diacylglycerol lipase-beta (Homo sapiens), Q8NCG7; inhibition, % at 5.17 µM; HEK293T DAGLB membrane lysate, EnzChek fluorogenic substrate; in the data active = inhibition above about 34%;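 also: 0% = enzyme with vehicle and 100% = wells lacking enzyme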
PKA-R2B act: activators of PKA-R2B holoenzyme, primary screen, biochemical, fluorescence polarization, Cy5-IP20, human; PKA-R2B holoenzyme dissociation; R2B truncated from residue 108, S112A mutant; 0% DMSO only, 100% 113 µM cGMP; AID 504700, 2011; activation, % at 11.4 µM; actives 0.079% (n = 340,000);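 active = activation above a cutoff set at the mean over all compounds plus 3 SD, cut at about 18% in these data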;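 also: higher means more holoenzyme dissociation and a rise in polarization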
SR-BI DiI-HDL act: activators of SR-BI mediated DiI-HDL uptake, primary screen, ldlA[mSR-BI] CHO cells, DiI fluorescence; 3 h; 100 = double the neutral-control signal; activation, % at 12.5 µM; actives 0.096% (n = 320,000); AID 504775, 2011;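 active = mean replicate activation of at least 60% and every replicate at or above 60%; inconclusive = mean or all-replicate condition met, but not both; inactive = mean below 60% and not all replicates reaching 60%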;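 also: 0% = median plate neutral-control signal and 100% = twice that signal; values of inactives mirror those of a sister screen read the other way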
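Assay system: LDL receptor-deficient CHO ldlA cells overexpressing murine SR-BI / Medium: BSA-supplemented, HEPES-buffered Ham's F12, pH 7.4 / Probe or stimulus: DiI-labelled HDL at 10 µg/mL final / Timing: compound with DiI-HDL co-incubation, 3 h at 37 °C / Technique: bottom-read cell fluorescence after medium removal, ex 550/em 595 nm / Measure: HDL uptake via cellular fluorescence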
Keap1 Nrf2 FP: Keap1-Nrf2 protein-protein interaction inhibitors, primary screen, biochemical, fluorescence polarization, single point. inhibition, % at 9.4 µM. Keap1 Kelch-Nrf2 peptide fluorescence polarization, 1536-well. Kelch-like ECH-associated protein 1 (Homo sapiens), Q14145. actives 0.15% (n = 340,000); in the data active = inhibition above about 12%; inconclusive = no clear call, values can overlap the other calls; inactive = below about 7.3%;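 also: human Keap1 Kelch domain with fluorescein labeled Nrf2 9mer peptide probe; 0% = neutral control wells and 100% = peptide positive control; higher means more block of Keap1 binding to Nrf2 peptide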
Target sequence (Q14145 whole entry, looked up, the tested form may be a part): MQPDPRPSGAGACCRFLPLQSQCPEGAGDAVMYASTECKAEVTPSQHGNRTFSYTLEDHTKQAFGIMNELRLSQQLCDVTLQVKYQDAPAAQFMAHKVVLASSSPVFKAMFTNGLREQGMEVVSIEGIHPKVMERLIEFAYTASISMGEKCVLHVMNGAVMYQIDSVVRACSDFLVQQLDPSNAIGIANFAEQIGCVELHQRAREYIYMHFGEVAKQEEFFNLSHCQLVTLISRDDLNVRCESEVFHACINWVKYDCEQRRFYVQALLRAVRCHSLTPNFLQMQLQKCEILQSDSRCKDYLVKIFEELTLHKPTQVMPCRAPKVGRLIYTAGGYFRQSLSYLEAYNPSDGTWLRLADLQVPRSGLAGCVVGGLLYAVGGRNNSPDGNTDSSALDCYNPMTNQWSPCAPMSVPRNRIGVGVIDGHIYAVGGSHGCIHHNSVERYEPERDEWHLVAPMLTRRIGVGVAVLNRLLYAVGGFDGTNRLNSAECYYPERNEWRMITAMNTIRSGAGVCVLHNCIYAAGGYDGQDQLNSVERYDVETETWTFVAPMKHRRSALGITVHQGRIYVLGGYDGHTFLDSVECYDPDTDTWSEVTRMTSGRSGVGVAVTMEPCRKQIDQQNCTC
LANA DNA inh: inhibitors of KSHV C-LANA binding to DNA, primary screen, biochemical, fluorescence polarization, FAM-LBS DNA, MBP-C-LANA, single point; Kaposi's sarcoma herpesvirus LANA C-terminal domain (residues 932-1162) DNA binding; inhibition, % at 9 µM; actives 0.078% (n = 340,000); AID 504423, 2011;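 active = highest replicate inhibition at or above 60% at 9 µM, even if other replicates fall short; inactive = all replicates below 60% inhibition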;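 also: 0% = neutral control wells and 100% = 4 µM acridine orange control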
CAL PDZ FP-1: CAL PDZ peptide-binding inhibitors, primary screen, biochemical, fluorescence polarization, Cer-tagged CAL PDZ, HTS; Golgi-associated PDZ and coiled-coil motif-containing protein (Homo sapiens), Q9HD26; purified CAL PDZ, TMR-peptide fluorescence polarization, 1 h; inhibition, % at 20 µM; actives 0.02% (n = 330,000); AID 504414, 2011;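 active = highest replicate inhibition of at least 40%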;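 also: plate controls were DMSO neutral control wells for no effect and unlabeled competitor peptide control wells for full effect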
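System: tagged CAL PDZ domain. Schedule: 1 h room-temperature incubation prior to read. Signal: fluorescence polarization (mP). Measure: percent inhibition from loss of millipolarization.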
CAL PDZ FP-2: untagged CAL PDZ binding inhibitors, primary screen, biochemical, fluorescence polarization, HTS | Golgi-associated PDZ and coiled-coil motif-containing protein (Homo sapiens), Q9HD26 | purified CAL PDZ, TMR-peptide fluorescence polarization, 1 h | inhibition, % at 24.9 µM | actives 0.92% (n = 300,000) | AID 602252, 2012;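 active = mean inhibition of at least 30% with at least half of replicates also reaching 30%; inconclusive = no clear call, values can overlap the other calls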;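 also: 0% = DMSO neutral control and 100% = excess unlabeled competitor peptide PRC23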
RTF Ca sens inh: cardiac RTF calcium sensitivity inhibitors, primary screen, biochemical, IANBD-TnC fluorescence, EC70 calcium | AID 493244, 2011 | Troponin I, cardiac muscle (Homo sapiens) + Troponin T, cardiac muscle (Homo sapiens) + … | IANBD-labeled cardiac RTF, Ca2+ fluorescence | actives 0.12% (n = 340,000) | inhibition, % at 7.15 µM;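 active = inhibition above the mean inhibition of all tested compounds plus 3 SD, cut at about 17% in these data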;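 also: assay run at fixed EC70 calcium of 1.6 mM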
* hit, by the source's call; ? = inconclusive; nt = not tested or not shown.

SMILES	Rtt109 HAT inh	RTF Ca sens act	DAGLB inhibitor	PKA-R2B act	SR-BI DiI-HDL act	Keap1 Nrf2 FP	LANA DNA inh	CAL PDZ FP-1	CAL PDZ FP-2	RTF Ca sens inh
O=C(N/N=C/c1ccccc1OCc1ccccc1)c1cccnc1	nt	5.7	0.0	10.9	-65.1	-5.5	0.1	-5.6	0.0	8.6
Cc1cc(OC(C)C(=O)NCCN2CCOCC2)c2c(C)c(C)c(=O)oc2c1 (stereo not drawn)	-0.8	-4.1	-1.3	-11.2	1.3	-2.3	0.2	0.2	nt	-4.4
O=C(CN1CCC(n2nnc3cc(F)ccc32)CC1)NCCc1nc2ccccc2[nH]1	3.3	-3.0	-0.2	-0.8	-14.5	-2.1	0.6	-0.6	-1.4	-10.4
COc1ccc(N(CC(=O)O)S(=O)(=O)c2ccc(C)cc2)cc1Cl	20.4	-4.9	0.5	-9.2	19.1	2.0	0.1	nt	-6.3	-1.8
O=c1[nH]c(/C=C/c2ccc(OC(F)F)cc2)nc2c1cnn2-c1ccccc1	-49.8	0.6	-3.6	-1.6	13.0	-4.8	-0.7	-2.1	-3.2	-9.6
Cc1ccc(C(=O)COC(=O)C2C3C=CC(C3)C2C(=O)OCC(=O)c2ccc(C)c(C)c2)cc1C (stereo not drawn)	-1.9	-5.0	-0.5	-2.3	-10.9	2.9	-0.8	-0.5	-7.4	-2.1
O=C(OCC(=O)N1CCCC1)c1cc(Cl)ccc1[N+](=O)[O-]	6.1	-1.5	-2.0	2.0	nt	-0.4	0.1	-1.7	-2.1	-22.2
Cc1ccc(C(=O)NCC(=O)Nc2ccncc2)s1	-4.2	-1.7	1.6	-8.3	6.9	-2.6	1.6	-1.3	0.7	3.2
O=C1/C(=C\c2ccc(O)cc2)SC(=S)N1c1cccnc1	-2.4	-8.7	0.4	-0.6	-4.2	-4.9	2.5	-1.2	-0.7	-4.7
CC(C)Oc1ccc(C(=O)N(Cc2ccco2)C2CCS(=O)(=O)C2)cc1 (stereo not drawn)	6.4	4.9	-0.1	-3.5	13.5	-5.1	1.1	-0.2	6.4	-0.3
CCC(CO)NCc1ccc(OCC(O)c2ccccc2)c(OC)c1 (stereo not drawn)	-2.1	-1.0	0.5	1.7	-9.2	0.4	1.2	0.1	-1.4	-5.6
O=C(Nc1ccncc1)Nc1ccccn1	-3.3	3.0	1.5	1.6	-1.4	-1.4	1.0	-1.7	-1.1	-11.3
Cc1nn(-c2ccccc2)c(C)c1NC(=O)COC(=O)[C@@H](NC(=O)c1ccccc1)C(C)C	0.8	2.2	0.4	15.5	5.0	-3.9	0.1	-0.3	-3.9	2.5
COCCCNC(CC(=O)Nc1ccc(OC)cc1OC)C(=O)O (stereo not drawn)	-4.0	-1.1	-1.3	3.0	15.9	2.8	0.6	nt	-0.4	1.2
O=C(O)c1ccccc1Nc1cc(Cl)c2nonc2c1[N+](=O)[O-]	12.3	5.3	6.8	-3.0	-10.1	-0.5	0.8	-0.3	3.9	-1.8
CC(=O)NC1(C(F)(F)F)C(=O)Nc2c1c(=O)[nH]c(=O)n2-c1ccccc1 (stereo not drawn)	-0.3	-0.1	-3.0	-1.0	nt	0.2	0.8	-2.4	-3.6	4.4
CCOC(=O)c1c(C)n(-c2ccc(C)cc2)c2ccc(O)c(CN(C)C)c12	-7.4	-0.5	-0.3	-3.9	-54.7	-2.1	-1.3	0.5	-1.0	-16.0
Nc1ccccc1-c1n[nH]c(=S)s1	-22.1	-0.5	0.9	7.5	2.5	0.7	-1.1	-0.5	4.1	4.7
Cn1c(Cc2ccc(Cl)cc2)nnc1SCC(=O)NC1CC1	2.6	-1.8	2.5	-0.6	7.9	3.6	0.7	0.1	-4.8	-1.4
O=C(Nc1ccc2[nH]c(=S)sc2c1)c1ccccc1	-4.8	-1.4	1.3	5.9	20.7	0.7	1.9	0.5	1.3	2.4
OC(C#CCCN1CCCCC1)(c1ccccc1)c1ccccc1	-9.8	nt	nt	nt	13.5	3.3	1.5	0.1	nt	nt
CCCn1nnnc1SCC(=O)c1ccc2c(c1)OCCO2	-4.7	0.2	-2.7	10.4	-7.3	-3.4	-1.1	-3.3	-7.5	-2.1
O=C(COC(=O)CCC(=O)c1ccc(F)cc1)Nc1cccc(S(=O)(=O)N2CCOCC2)c1	-1.8	2.7	-1.2	-4.7	19.3	2.4	1.4	0.2	17.7	-3.6
Cn1nnnc1SCc1ccc([N+](=O)[O-])cc1	3.8	2.6	-0.8	-4.9	48.5	-3.2	0.5	-0.8	-2.3	1.1
COc1ccc(C2=NO[C@@](CC(=O)O)(C(=O)Nc3ccc4c(c3)OCCO4)C2)cc1	0.9	0.0	0.9	8.8	1.3	-1.4	2.1	0.3	0.8	-2.4
Following part
SMILES	Rtt109 HAT inh	RTF Ca sens act	DAGLB inhibitor	PKA-R2B act	SR-BI DiI-HDL act	Keap1 Nrf2 FP	LANA DNA inh	CAL PDZ FP-1	CAL PDZ FP-2	RTF Ca sens inh
CN(C1CCCCC1)S(=O)(=O)c1ccc(C(=O)N2CCN(c3nc4ccccc4s3)CC2)cc1	-0.9	2.4	-0.3	2.0	-30.1	-2.0	1.4	0.4	-6.0	-18.1
CCCC[n+]1ccc(-c2nc3ccc([N+](=O)[O-])cc3[nH]2)cc1	-0.8	-2.2	0.7	-4.3	9.3	4.1	0.8	0.4	-5.5	-5.7
CC1CC(CC(=O)NNc2nc(-c3ccccc3)cs2)C(=O)O1 (stereo not drawn)	-22.4	4.1	1.6	-2.3	11.3	-3.7	-2.9	-3.1	-3.8	-6.2
Cc1cccc(/C=N/NC(=O)CN2CCCCCCC2)c1	4.2	1.4	-1.2	-1.2	22.6	-1.7	0.2	0.0	0.8	-7.4
N#CC1=C(N)n2c(s/c(=C\c3ccco3)c2=O)=C(C#N)C1c1ccco1 (stereo not drawn)	?	1.9	8.3	-1.8	-52.9	-2.6	31.5	-3.3	-5.1	-8.7
N#Cc1c(N)nc(N)nc1Nc1ccc(Br)cc1	1.9	6.1	0.1	-4.5	-12.4	-1.6	1.0	-2.5	-4.9	-0.7
O=C(CN1CCN(Cc2ccccc2Cl)C1=O)NC1CCCCCC1	6.8	6.4	1.3	-2.5	nt	-3.7	0.3	0.5	-8.4	-6.0
O=C(NCC1CCCO1)C(=O)N/N=C/c1c(F)cccc1Cl (stereo not drawn)	-1.7	-2.0	2.0	-6.3	6.9	2.2	-1.4	0.4	-0.4	-8.5
COc1ccc(C)cc1S(=O)(=O)N(CC(=O)N1CCCC1)c1ccc(C)cc1	2.1	-0.2	-0.1	-10.3	15.9	-39.4	1.0	-2.0	-2.3	-2.1
COc1ccc(Cl)cc1NC(=O)CN(C)C(C)C(=O)NCC1CCCCC1 (stereo not drawn)	nt	-1.6	-0.6	-3.5	-10.8	-1.6	-0.3	-2.2	5.5	4.5
Cc1cc(C)c2nc(-c3ccncc3)cc(C(=O)N3CCN(Cc4ccccc4Cl)CC3)c2c1	6.4	-0.2	-6.3	-9.6	-27.6	-7.4	-2.2	29.1	6.0	8.3
O=Cc1nccc2ccccc12	-4.2	2.3	-1.0	-1.2	2.5	-3.6	-0.1	-0.4	-2.8	-7.8
CCCn1c(N)c(N2CCCCC2)c(=O)n(CC(=O)Nc2ccc(OC(F)(F)F)cc2)c1=O	0.9	5.2	-0.3	5.6	-22.1	-1.6	-1.5	-1.0	-3.5	1.0
C#CCSc1ncc(S(=O)(=O)c2ccccc2)c(=O)[nH]1	-3.9	4.0	-0.1	-1.3	12.4	-0.5	-0.6	-0.4	0.8	-1.1
Cc1ccc(-c2c(C#N)c(N)nc3c2CCCC3)s1	-10.0	-1.8	-3.4	-8.4	-26.5	2.6	0.1	-1.1	-3.3	-14.5
CC(=O)CC(=O)NC(=NC1CCCCC1)Nc1nc(C)cc(C)n1	4.1	-4.8	-1.3	4.4	27.0	-2.7	7.9	-0.7	1.1	4.8
CC1(C(=O)N2CCC(CO)(Cc3cccc(C(F)(F)F)c3)CC2)CC1	-1.6	7.3	-0.9	1.0	-85.2	-2.5	1.0	0.5	-2.6	-1.8
O=C(CCN1C(=O)/C(=C/c2cccs2)SC1=S)Nc1cccc(C(=O)O)c1	17.8	-1.5	7.9	-3.7	nt	-6.6	-0.4	-0.2	7.5	-15.1
Cc1cccc(-c2nc3ccccc3c(=O)n2NC(=O)/C=C/c2ccc([N+](=O)[O-])cc2)c1	nt	5.2	-0.2	-9.5	6.5	1.3	-0.1	-1.9	1.3	-5.6
COc1ccccc1CNC(=O)/C=C/c1ccc(Br)o1	15.9	-7.0	0.3	-8.6	10.1	-1.5	-0.1	-0.5	1.4	3.2
O=C(COC(=O)/C=C/c1cccc(Cl)c1)NC(=O)NCc1ccccc1	13.9	-0.5	-2.0	-2.9	7.8	-3.0	0.0	-0.1	nt	-1.1
CCOc1ccc(NC(=O)Cc2c(O)c3ccccc3[nH]c2=O)cc1	17.8	-0.8	-0.6	6.1	-3.5	-2.0	0.5	0.5	-2.6	-2.2
O=S(=O)(c1ccc(Cl)cc1)c1nc(-c2ccccc2F)oc1NCCCN1CCOCC1	-0.4	0.3	1.5	-8.4	6.3	0.6	1.3	1.6	-3.9	-3.0
Cc1ccc(S(=O)(=O)N2CCCCC2)cc1NC(=O)CSc1nnc(C2CC2)n1C	0.7	-5.8	-3.5	-11.4	-2.6	-3.1	1.6	0.3	-3.8	-10.2
COc1ccc(C2C(C(=O)OCC(=O)Nc3ccc(C)cc3)CCC(=O)N2c2ccc(OC)cc2)cc1 (stereo not drawn)	-6.9	-3.6	-0.4	2.9	10.4	-1.4	0.3	-0.1	-2.8	-14.4
CCN(CC)S(=O)(=O)c1ccc(C(=O)NC2=NCCS2)cc1	-7.3	-2.1	1.6	-3.5	nt	-5.6	-0.6	-0.4	nt	-4.6
